High-throughput results deposited in PubChem by National Center for Advancing Translational Sciences (NCATS).
ATXN viability – Viability Counterscreen for Primary qHTS for Inhibitors of ATXN expression. AID 651635, 2014. Potency, µM (top dose mostly 56.7 µM), hits mostly cytotoxic. S2 cells (HEK-293 line with an ATXN2-luciferase reporter) viability, CellTiter-Fluor protease fluorescence, 24 h. 400,000 compounds, 0.49% hits; note: potency is the fitted concentration of half-maximal effect; nearly all actives have a fitted effect of over 40% in size
MCF10A rereplic – A quantitative high throughput screen for small molecules that induce DNA re-replication in MCF 10a normal breast cells | MCF 10A DNA re-replication, Hoechst nuclear intensity, 48 h | Potency, µM (top dose mostly 46.1 µM), for the others: top-dose activity, positive = re-replication, hits mostly activators | 350,000 compounds, 2.9% hits | AID 624296, 2012; note: potency is the fitted concentration of half-maximal effect; % of control where 0% means no effect; nearly all actives have a fitted effect of over 50% in size
HT1080NT lethal – qHTS for induction of synthetic lethality in tumor cells producing 2HG: qHTS for the HT-1080-NT fibrosarcoma cell line. HT-1080-NT fibrosarcoma viability, CellTiter-Glo ATP luminescence, 48 h. Potency, µM (highest dose often 46.1 µM), without a hit: at the top dose activity, negative = less viability, most hits filed as cytotoxic. 360,000 compounds, 1.6% hits. AID 686970, 2013;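 note: NT is the 2HG producing partner of a matched IDH1 knockdown line; potency is the fitted concentration of half-maximal effect; 0% = DMSO-treated cells and -100% = media-only wells without cells; nearly all actives have a fitted effect of over 55% in size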
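Toxicity toward the 2HG-producing NT line was scored as %Activity, normalised to DMSO and no-cell wells, from CellTiter-Glo luminescence after 48 hours' treatment.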
KB-V1 cytotox – qHTS assay for MDR1-selective chemotherapeutics: Primary screen using the drug-selected MDR subline cells KB-V1; KB-V1 MDR cells viability, CellTiter-Glo, 72 h; Potency, µM (doses to about 46.1 µM), without a hit: top-dose activity change, negative = cytotoxicity, usual class: cytotoxic; 400,000 compounds, 3.4% hits; note: potency is the fitted concentration of half-maximal effect; % is set by controls: 0 for no effect and ±100 for the full control effect; nearly all actives have a fitted effect of over 60% in size
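Following 72 h at 37 degrees C with compound, KB-V1 cell viability was read by CellTiter-Glo luminescence, medium being phenol-red-free DMEM plus 10% FBS; concentration-response parameters came from normalized, curve-fitted qHTS data.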
SW480 rerep – A quantitative high throughput screen for small molecules that induce DNA re-replication in SW480 colon adenocarcinoma cells; 340,000 compounds, 1.8% hits; SW480 DNA re-replication, Hoechst DNA content imaging, 48 h; Potency, µM (highest dose often 46.1 µM), inactives show top-dose re-replication activation, usual class: activators; note: potency is the fitted concentration of half-maximal effect; % of control where 0% means no effect; nearly all actives have a fitted effect of over 55% in size
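Compounds, transferred as 23 nL by pin tool, were incubated with cells for 48 hr; DNA content per nucleus was then quantified by Hoechst staining and fluorescence plate imaging.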
HT1080 IDH1KD tx – qHTS for induction of synthetic lethality in tumor cells producing 2HG: qHTS for the HT-1080-IDH1KD cell line. AID 686971, 2013. 360,000 compounds, 2% hits. HT-1080 IDH1 knockdown viability, ATP luminescence, 48 h. Potency, µM (doses to about 46.1 µM), inactives show at the highest dose activity, negative = toxicity, actives largely listed as cytotoxic;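 note: potency is the fitted concentration of half-maximal effect; 0% = DMSO wells and -100% = cell-free medium wells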
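Using the IDH1-knockdown HT-1080 line run in the same batch and compound series as the NT line, viability after 48 h at 37 °C was determined by CellTiter-Glo luminescence and expressed as % activity.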
ATXN2 expr inh – Primary qHTS for Inhibitors of ATXN expression | HEK-293 ATXN2-luciferase reporter, luminescence, 24 h | Potency, µM (highest dose often 57 µM), inactives show at the top dose activity change, negative = inhibition, usual class: inhibitors | 360,000 compounds, 0.72% hits; note: potency is the fitted concentration of half-maximal effect; % is set by controls: 0 for no effect and ±100 for the full control effect; nearly all actives have a fitted effect of over 55% in size
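qHTS (up to 57 uM final) was run with 24 h compound exposure of reporter cells at 37 °C. Each well was multiplexed: SteadyGlo luminescence measured ATXN2-luciferase expression after a fluorogenic Gly-Phe-AFC viability readout (25 uM final).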
KB-3-1 cytotox – qHTS assay for MDR1-selective chemotherapeutics: Primary screen using the parental adenocarcinoma cell KB-3-1; AID 1347075, 2019; KB-3-1 viability, CellTiter-Glo ATP luminescence, 72 h; 400,000 compounds, 1.4% hits; Potency, µM (highest dose often 46.1 µM), inactives show at the top dose activity change, negative = cytotoxic, most hits filed as cytotoxic; note: potency is the fitted concentration of half-maximal effect; % is set by controls: 0 for no effect and ±100 for the full control effect; nearly all actives have a fitted effect of over 60% in size
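Cells are dispensed, compounds pinned in, plates held at 37 °C for 72 h, then CellTiter-Glo is added and luminescence read after 10 minutes. Cell line: parental KB-3-1 in phenol-red-free DMEM, 10% FBS.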
IL-1B inflam inh – qHTS for Inhibitors of Inflammasome Signaling: IL-1-beta AlphaLISA Primary Screen | THP-1 LPS/ATP IL-1B secretion, AlphaLISA, 16 h; stronger effect = lower value | AID 743279, 2014 | activity change, % at 57.5 µM | 360,000 compounds, 4.7% hits; in the data active = activity change below about -50%; inconclusive = mostly about -30% to -49%; note: % is set by controls: 0 for no effect and ±100 for the full control effect
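Secreted IL-1B measured by AlphaLISA bead assay after 16 h compound exposure of THP-1 cells; compounds (final up to 57.5 uM) added 1 h before LPS (250 ng/mL) and ATP (1.25 mM) stimulation; lower signal means less secretion.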
Active calls of the source: *; i = inactive; ? = inconclusive; . = no result given; [ ] = another dose, or the depositor's remark. Unless noted, calls come from the whole dose curve; as a rule, active = well fitted curve in the direction sought with a large enough effect; inconclusive = small, poorly fitted or top-dose-only effect, or another doubt; inactive = no such curve, though single readings can be large; an effect the other way counts as inactive or inconclusive.

SMILES | ATXN viability | MCF10A rereplic | HT1080NT lethal | KB-V1 cytotox | SW480 rerep | HT1080 IDH1KD tx | ATXN2 expr inh | KB-3-1 cytotox | IL-1B inflam inh
O=C(CSc1nnc(NC(=O)C2CC2)s1)NCc1ccccc1 | i | 5% | 8% | -8% | -1% | 3% | -17% | -12% | -9
CC1(C)CC(=O)c2c(O)c(-c3ccccc3)c(=O)n(-c3ccccc3)c2C1 | i | 13% | 4% | 13µM* | -10% | 2% | 1% | 9% | 12
O=C(Nc1ccnn1C1CCN(C(=O)c2ccc(F)cc2)CC1)C1CCOC1 (centres undefined) | i | -2% | 5% | 17% | -7% | 14% | 4% | 14% | 0
CSc1sc(C(=O)NCC2CC2)c(-c2cccs2)c1C#N | i | ? | 3% | ? | -3% | 3% | -12% | 11% | .
CC(C)COc1ccc(C(=O)Nc2ccc(NC(=O)c3ccco3)c(Cl)c2)cc1 | ? | ? | ? | -15% | 14% | 15µM* | ? | -19% | -6
O=C(CC1CCCCC1)Nc1ccc(-c2ccc3nncn3n2)cc1 | i | 23% | ? | 2% | ? | ? | -11% | ? | -12
COc1ccc(C)cc1NC(=O)C1CCN(C(=O)C2CC(=O)N(c3ccc(C)cc3)C2)CC1 (centres undefined) | i | -3% | 4% | 2% | -21% | 0% | -4% | -1% | -7
COc1cc(/C=C2\C(=O)N(c3ccccc3)N=C2C)ccc1Oc1ccc([N+](=O)[O-])cc1[N+](=O)[O-] | i | 9.2µM* | -27% | -29% | -118%[inhibitor] | ? | 28% | 4% | ?
Cc1c(NC(=O)c2ccc(N3C(=O)C4C5C=CC(C5)C4C3=O)cc2)c(=O)n(-c2ccccc2)n1C (centres undefined) | i | 0% | 25% | 7% | -15% | 25% | -6% | 6% | -14
C[C@@H]1CC=C[C@H]2[C@H]1C(=O)N(Cc1ccccc1)[C@H]2c1ccc(C(F)(F)F)cc1 | i | ? | -20% | ? | 3% | -11% | -17% | ? | 14
COc1ccccc1OCC(=O)Nc1cccc(S(=O)(=O)NC2=NCCCCC2)c1 | i | 0% | -1% | ? | 0% | 4% | 12% | 18% | 12
CCOC(=O)C1CCN(C(=S)Nc2ccc(C)cc2)CC1 | ? | 9% | 1% | 10% | 4% | -3% | . | -6% | -14
COc1ccc(C(=O)NC(=S)N2CCNC(=O)C2CC(=O)OC(C)C)cc1 (centres undefined) | i | ? | 0% | 0% | -9% | 1% | 6% | 0% | 2
CCCC(=Nc1ccccc1)C1=C(O)C(C(=O)OC)C(C)(C)CC1=O (centres undefined) | i | 1% | 0% | ? | -5% | 8%[9.24 µM] | -5% | 0% | 20
Cc1ccc2c(CC(=O)Nc3c(C(=O)c4ccc(F)cc4)oc4ccccc34)coc2c1 | i | . | . | ? | . | . | 9% | -1% | .
COc1cc(C(=O)N2CCC(NC(=O)C(Cc3ccccc3)NC(C)=O)CC2)cc(OC)c1OC (centres undefined) | i | -6% | 3% | -5% | 0% | 9% | -10% | 0% | 0
O=C(Nc1c[nH]c(=O)[nH]c1=O)c1ccc([N+](=O)[O-])cc1 | i | 4% | -5% | 28% | -2% | 0% | . | -3% | 15
CCOC(=O)N1CCN(C(=O)CCC(=O)N2CCOc3ccc(C)cc32)CC1 | i | 0% | 18% | -11% | -6% | 13% | -5% | 15% | -8
O=C(Cc1c(O)c2ccccc2[nH]c1=O)N(Cc1ccccc1)Cc1ccccc1 | i | -2% | -7% | -27% | ? | 4% | -5% | 4% | 65
OCC[C@H]1C[C@H](O)[C@@H](O)[C@]2(CCCc3ccccc3O2)O1 | i | -15% | -8% | -2% | 9% | 1% | 12% | 7% | 13
COc1ccc(NS(=O)(=O)c2cc(NC(=O)CC3CCCC3)ccc2N2CCOCC2)cc1 | i | 7%[9.22 µM] | -26% | -24% | ? | ? | -14% | -16% | -21
O=C(NC1CCS(=O)(=O)C1)c1cccc(S(=O)(=O)N2CCCCCC2)c1 (centres undefined) | i | 0% | 5% | 14% | 5% | 8% | 2%[11.3 µM] | 5% | 3
COc1ccccc1C(=O)N/C(=C/c1ccc(Br)cc1)C(=O)N1CCCC1 | ? | -6% | -20% | 2% | -5% | -24% | -25%[11.3 µM] | 4% | -14
COc1ccc(CNC(=O)CN2C(=O)NC(Cc3ccccc3)(c3ccccc3)C2=O)cc1OC (centres undefined) | i | -6% | 3% | -11% | -4% | 6% | 11% | 0% | ?
O=C(CN1C(=O)/C(=C/c2ccccc2)SC1=S)NNC(=O)c1ccccc1O | i | 18% | 10% | ? | -16% | 9% | 8%[11.3 µM] | 12% | 46

Fetched by compound from the list above (6):
SMILES | ATXN viability | MCF10A rereplic | HT1080NT lethal | KB-V1 cytotox | SW480 rerep | HT1080 IDH1KD tx | ATXN2 expr inh | KB-3-1 cytotox | IL-1B inflam inh
COc1ccccc1OCC(=O)Nc1cccc(S(=O)(=O)NC2=NCCCCC2)c1 | i | 0% | -1% | ? | 0% | 4% | 12% | 18% | 12
O=C(CSc1nnc(NC(=O)C2CC2)s1)NCc1ccccc1 | i | 5% | 8% | -8% | -1% | 3% | -17% | -12% | -9
CCOC(=O)N1CCN(C(=O)CCC(=O)N2CCOc3ccc(C)cc32)CC1 | i | 0% | 18% | -11% | -6% | 13% | -5% | 15% | -8
COc1ccc(NS(=O)(=O)c2cc(NC(=O)CC3CCCC3)ccc2N2CCOCC2)cc1 | i | 7%[9.22 µM] | -26% | -24% | ? | ? | -14% | -16% | -21
COc1ccccc1C(=O)N/C(=C/c1ccc(Br)cc1)C(=O)N1CCCC1 | ? | -6% | -20% | 2% | -5% | -24% | -25%[11.3 µM] | 4% | -14
O=C(Nc1ccnn1C1CCN(C(=O)c2ccc(F)cc2)CC1)C1CCOC1 (centres undefined) | i | -2% | 5% | 17% | -7% | 14% | 4% | 14% | 0

The main list resumes, repeating the 2 entries before the break.
SMILES | ATXN viability | MCF10A rereplic | HT1080NT lethal | KB-V1 cytotox | SW480 rerep | HT1080 IDH1KD tx | ATXN2 expr inh | KB-3-1 cytotox | IL-1B inflam inh
COc1ccc(CNC(=O)CN2C(=O)NC(Cc3ccccc3)(c3ccccc3)C2=O)cc1OC (centres undefined) | i | -6% | 3% | -11% | -4% | 6% | 11% | 0% | ?
O=C(CN1C(=O)/C(=C/c2ccccc2)SC1=S)NNC(=O)c1ccccc1O | i | 18% | 10% | ? | -16% | 9% | 8%[11.3 µM] | 12% | 46
CC(C)CCNC(=O)C12CN(Cc3ccccc3)CC1C(c1cccc([N+](=O)[O-])c1)=NO2 (centres undefined) | i | 10% | 0% | ? | 3% | -8% | -10% | 0% | -12
Cc1c(O)nc(SCC(=O)Nc2nccs2)n(-c2ccccc2F)c1=O | i | 0% | 3% | . | 1% | 4% | 6% | . | 9
O=C(Nc1cccc(Cl)c1N1CCOCC1)c1cccs1 | i | ? | ? | -4% | -16% | -1% | -14% | 2% | -2
Cc1cccc(C)c1NC(=O)CSc1nc(-c2ccco2)cc(C(F)(F)F)n1 | i | 8% | 7% | -10% | 21µM* | -20% | -21% | 4% | 15
CCc1ccc(NC(=O)C(CC)c2ccccc2)cc1 (centres undefined) | i | 1% | 1% | -28% | 4% | 15% | 32%[activator] | -16% | -6
COc1ccccc1N1CCN(C(=O)C2CCN(S(=O)(=O)c3ccc4c(c3)CC(C)N4C(=O)C3CC3)CC2)CC1 (centres undefined) | i | 5% | -9% | -10% | 12% | -7% | -29% | -1% | -53*
O=C(CSc1nc(-c2ccccc2)cc(C(F)(F)F)n1)c1cccc([N+](=O)[O-])c1 | i | ? | -18% | -5% | -79%[inhibitor] | -16% | 2% | -3% | 5
C=CCn1c(=S)[nH]c2sc3c(c2c1=O)CCC3 | i | 13% | 7.1µM* | 1% | -5% | ? | -9% | 0% | 35
CC(=O)Nc1ccc(NC(=O)CSc2nnc(CC(C)O)n2-c2ccccc2)cc1 (centres undefined) | i | ? | 14% | 0% | -31%[inhibitor] | 4% | 9% | 10% | 9
CCOC(=O)c1ccc(NCc2nc3ccccc3n2C)cc1 | i | 12% | -14% | -21% | 14% | -26% | 54%[activator] | ? | 35
CCOC(=O)c1cc(C#N)c(SCc2ccc(C#N)cc2)nc1C | i | 26% | -1% | 2.3µM* | -1% | -17% | -6% | -28% | 31
COc1ccc(Br)cc1C(=O)Nc1nnn(C)n1 | i | -1% | 7% | 10% | -3% | 0% | 0% | 21% | 4
CCn1c(NCCc2ccc(OC)c(OC)c2)nc2c1c(=O)n(C)c(=O)n2C | i | -3% | -2% | 4.6µM* | -98%[inhibitor] | -5% | -25% | ? | 5
CCOc1ccc(C(=O)NCc2ccco2)cc1OCC | i | -6% | 6% | -1% | ? | 4% | -7% | -2% | 2
CCCCCSc1nnc(N)s1 | i | 16% | -15% | 12% | -20% | -28% | . | 0% | 3
COc1ccc(-n2cnc3scc(-c4ccccc4)c3c2=O)cc1 | i | 3% | -2% | ? | 15% | -6% | -12%[11.3 µM] | -5% | -27
CCN1CCN(CCOCCOc2ccccc2)CC1 | i | 3% | 2% | 0% | 10% | 2% | . | 0% | 15
CCCCn1c(N)c(N(CCOC)C(=O)c2sc3ccccc3c2Cl)c(=O)[nH]c1=O | i | 7% | 7% | 7% | 0% | 4% | 5% | 2% | -22
CSc1ccc(/C=C(/NC(=O)c2ccco2)C(=O)N2CCCCCC2)cc1 | i | -9% | -12% | . | 2% | 8% | 3% | . | -6
Cc1c(C(=O)NCC2CCCO2)oc2ccc3c(c12)C(=O)CC(C)(C)O3 (centres undefined) | i | ? | 3% | -10% | -24% | 1% | 3% | -2% | 17
